# GASC-1 inh – inhibitors of human GASC-1 (JMJD2C) demethylase. 330,000 tested, 0.069% active. Q9H3R0. GST-JMJD2C(1-420) H3K9me3 demethylation, DELFIA europium. inhibition, % at 2.35 µM;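 active = more than half of a compound's replicate wells show inhibition beyond 50%, single wells judged on their own value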;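 note: signal counts dimethyl H3K9 product captured on neutravidin plate; 0% = median of DMSO wells and 100% = 0.3 times that DMSO median; strong numbers were not always called active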
# Target sequence (Q9H3R0 1-420 limits assumed): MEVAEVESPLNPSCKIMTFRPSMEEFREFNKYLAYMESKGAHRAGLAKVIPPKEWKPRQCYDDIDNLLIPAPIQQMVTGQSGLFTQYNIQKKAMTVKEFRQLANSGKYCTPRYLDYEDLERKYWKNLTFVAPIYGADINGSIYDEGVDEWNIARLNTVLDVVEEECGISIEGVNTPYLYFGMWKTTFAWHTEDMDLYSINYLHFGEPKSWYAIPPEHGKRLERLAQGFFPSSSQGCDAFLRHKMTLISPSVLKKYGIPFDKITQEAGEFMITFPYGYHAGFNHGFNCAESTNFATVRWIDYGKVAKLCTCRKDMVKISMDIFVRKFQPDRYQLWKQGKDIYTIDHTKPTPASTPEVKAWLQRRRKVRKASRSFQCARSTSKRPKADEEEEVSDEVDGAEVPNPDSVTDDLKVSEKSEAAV
# PP5 inh – blocks human protein phosphatase 5 activity | P53041 | purified PP5c, OMFP substrate fluorescence | inhibition, % at 6.7 µM | 320,000 tested, 0.18% active | AID 1987;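 active = inhibition above the campaign's mean inhibition across all tested compounds plus 3 SD, cut at about 9.5% in these data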;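 note: 0% = DMSO only and 100% = 100 µM cantharidin control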
# Efflux pump mplx – antifungal efflux pump inhibition, Nile Red retention; S. cerevisiae Candida pump triplex; inhibition, % at 10 µM; 330,000 tested, 0.44% active; AID 485275;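 active = plate passing quality check with inhibition over a set limit, or well fluorescence over plate mean plus 4 SD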;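 note: Nile Red retained in pooled yeast measured as flow cytometry median fluorescence; 0% = buffer negative control and 100% = Enniatin B positive control; higher means more Nile Red kept so more efflux inhibition; some compounds called inactive have numbers as strong as hits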
# PREPL inh – human PREPL enzyme inhibition. recombinant PREPL, fluorescence polarization activity-based probe. inhibition, % at 5.96 µM. 320,000 tested, 0.68% active. AID 2751; in the data active = inhibition above about 43%;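 note: 0% = enzyme with DMSO and 100% = wells lacking enzyme; many of its hits are not listed in these tables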
# TPT1 inh – C. albicans TPT1 enzyme inhibition; recombinant caTPT1, FP RNA substrate dephosphorylation; inhibition, % at 5 µM; 300,000 tested, 0.81% active;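 active = inhibition above the mean of all tested compounds plus 3 SD, set per screening campaign, cut at about 24% in these data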;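 note: plate controls were DMSO alone for no effect and ferristatin control at 100 nM for full effect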
# LYPLA2 counter – blocks human lysophospholipase 2, a PME1 counter-screen; 320,000 tested, 0.38% active; AID 2177; O95372; recombinant LYPLA2, FP-Rh probe fluorescence polarization; inhibition, % at 5.9 µM;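 active = inhibition above the screen-wide mean plus 3 SD, limit set per campaign, cut at about 26% in these data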;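 note: 0% = LYPLA2 with DMSO and 100% = wells lacking LYPLA2 enzyme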
# Target sequence (O95372 whole entry, looked up): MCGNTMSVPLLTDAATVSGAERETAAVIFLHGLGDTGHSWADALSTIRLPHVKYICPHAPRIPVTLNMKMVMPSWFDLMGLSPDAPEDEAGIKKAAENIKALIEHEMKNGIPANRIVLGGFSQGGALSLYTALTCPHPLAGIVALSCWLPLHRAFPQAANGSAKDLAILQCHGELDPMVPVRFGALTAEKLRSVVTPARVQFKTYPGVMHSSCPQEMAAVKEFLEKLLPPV
# CTSL1 counter – cathepsin L1 inhibition, PFM18AAP counter-screen; 300,000 tested, 0.49% active; inhibition, % at 5.96 µM; recombinant F. hepatica cathepsin L1, Z-Leu-Arg-MCA fluorescence;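 active = inhibition above the mean of all tested compounds plus 3 SD, set per screening campaign, cut at about 17% in these data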;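 note: 0% = plate median of test compound wells and 100% = 1 µM Z-Phe-Ala-diazomethylketone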
# HCV core dimer – blocks dimerization of HCV core protein. TR-FRET GST/Flag-core106 dimerization, 1536-well. inhibition, % at 5 µM. 300,000 tested, 0.33% active;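 active = inhibition above the mean of all tested compounds plus 3 SD, set per screening campaign, cut at about 45% in these data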
#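 Assay system: GST-tagged and Flag-tagged HCV core protein residues 1-106 / Times: compound-protein-antibody incubation 4 h at 22.5 °C / Signal: time-resolved FRET, ex 340 nm, em 617 and 671 nm / Evaluation: % inhibition based on acceptor/donor emission ratio / Benchmarks: wells lacking GST-core106 and wells with excess unlabelled core106 / Repeats: singlicate, one well per compound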
# PP1 inh – PP1-alpha (human) inhibition in PP5 counter-screen | purified PP1alpha, OMFP fluorescence | inhibition, % at 6.7 µM | 320,000 tested, 0.9% active | P62136;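 active = inhibition above the mean inhibition of all tested compounds plus 3 SD, computed separately for each screening campaign, cut at about 15% in these data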
# Target sequence (P62136 whole entry, looked up): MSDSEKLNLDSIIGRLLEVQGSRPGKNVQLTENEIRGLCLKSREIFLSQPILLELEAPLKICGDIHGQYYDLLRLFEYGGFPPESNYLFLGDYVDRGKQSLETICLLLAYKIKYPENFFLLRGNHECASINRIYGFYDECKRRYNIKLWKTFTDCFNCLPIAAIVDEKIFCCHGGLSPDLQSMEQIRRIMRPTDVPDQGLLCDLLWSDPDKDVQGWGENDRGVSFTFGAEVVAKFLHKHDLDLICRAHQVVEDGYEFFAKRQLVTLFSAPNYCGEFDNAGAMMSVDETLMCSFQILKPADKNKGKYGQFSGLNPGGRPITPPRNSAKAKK
# * = called active by the depositor; . = not tested or not shown; & = joins results of further samples.
SMILES,GASC-1 inh,PP5 inh,Efflux pump mplx,PREPL inh,TPT1 inh,LYPLA2 counter,CTSL1 counter,HCV core dimer,PP1 inh
O=C(O)c1ccc(COc2ccc3c4c(c(=O)oc3c2)CCC4)o1,-2,3.1,0.3,9,4,-6,1,4,-2
COc1ccc(C(=O)N2CCN(C)C(=O)[C@@H]2C)cc1OC1CCN(C(C)C)CC1,-1,1.4,0.3,2,-2,-2,-1,0,-1
CCc1nnc(NC(=O)c2ccc(S(=O)(=O)N(CCOC)CCOC)cc2)s1,5,1.2,-0.1,1,-2,-3,0,5,-2
Cc1ccc2c(c1)N(CC(=O)N1CCCCC1)C(=O)CO2,-8,-2.6,0.4,2,1,1,-4,-15,-4
CCN(CC)S(=O)(=O)c1ccc(OC)c(NC(=O)C(Cc2ccccc2)N2C(=O)c3ccccc3C2=O)c1 (configuration not stated),0,2.7,0.2,-13,-1,-4,0,13,3
Cn1c(SCC(=O)N2c3ccccc3CCc3ccccc32)nnc1-c1ccc(O)cc1,12,9.7*,0.4,-6,-1,0,0,5,-4
c1ccc(-c2ncc(CN3CCN(c4ccccn4)CC3)[nH]2)cc1,6,-0.9,0.3,-2,-2,-5,0,-2,-4
CCCCn1c(N)c(N(C)C(=O)c2cc3c(s2)CCCCC3)c(=O)[nH]c1=O,2,1.9,0.2,6,.,-1,.,.,0
COc1cc(=O)[nH]c(SC(C)C(=O)Nc2nc3c(s2)CCCC3)n1 (configuration not stated),1,-0.1,0.1,1,-1,2,3,10,-3
O=C(N/C(=C/c1cccnc1)C(=O)N1CCCCCC1)c1ccccc1,13,-0.6,-0.5,1,3,-10,2,6,2
COC(=O)C1CCN(C(=O)CSc2ccccc2)CC1,-18,-2.0,-4.9,8,-1,1,-1,-4,-3
COc1cccc(OCC(O)CO)c1 (configuration not stated),5,1.2,0.1,1,1,3,1,-1,-2
COc1cc2c(cc1OC)CN(S(=O)(=O)c1cccs1)CC2,5,1.7,-1.4,1,-2,-1,1,-6,0
O=C1c2ccccc2C(=O)c2c(NCc3cccnc3)cccc21,-21,1.5,0.0,17,-2,1,1,3,0
CC(=O)c1ccc(S(=O)(=O)Nc2cc3c(cc2C(C)=O)OCO3)cc1,-18,1.6,0.0,10,2,-2,6,3,-1
Cc1ccc(-n2nc(-c3ccccc3)cc2Nc2ccccc2N)cc1,-1,3.2,-0.2,6,0,0,1,9,5
Cc1cc(C)c(NC(=S)N(CCCN2CCN(C)CC2)Cc2cccs2)c(C)c1,9,0.9,0.1,-1,0,13,-2,1,-2
O=C(NC1CCN(S(=O)(=O)c2cccc([N+](=O)[O-])c2)CC1)C1CCCCC1,5,1.8,0.0,8,-1,4,-2,-5,16*
N#Cc1cccc(NC(=S)Nc2ccccc2)c1,5,-3.2,-0.2,18,1,-1,2,-5,8
CN(Cc1nccn1C)C(=O)C1CCC(=O)N(Cc2cccc(C(F)(F)F)c2)C1 (configuration not stated),-1,0.2,-0.1,4,2,1,0,-1,1
O=C(O)C1C2CCC(CC2)C1C(=O)N1CCN(Cc2ccc(F)cc2)CC1 (configuration not stated),-7,0.8,-0.1,3,1,-3,-2,5,-3
CCCc1cc(=O)[nH]c2nnc(SCC(=O)NC3CCCC3)n12,30,0.5,0.0,7,0,0,-1,3,-4
COc1ccc(C2NCCc3cc(OC)c(OC)cc32)cc1OC (configuration not stated),11,-1.2,0.0,-3,-2,0,-2,3,-3
CCOc1ccc(C(=O)NCC(=O)NCC(c2ccc(OC)cc2)N2CCCC2)cc1 (configuration not stated),-8,3.7,0.0,-13,-4,-3,-1,-1,-6
CCn1nc(C(=O)N2CCN(Cc3nc4ccccc4s3)CC2)c2ccccc2c1=O,-7,4.1,-0.3,21,.,4,.,.,1
SMILES,GASC-1 inh,PP5 inh,Efflux pump mplx,PREPL inh,TPT1 inh,LYPLA2 counter,CTSL1 counter,HCV core dimer,PP1 inh
CCOC(=O)C1CCN(C(=O)Cc2c(F)cccc2Cl)CC1,3,0.4,0.0,-3,-1,-2,-1,-4,-1
Cc1onc(-c2ccccc2)c1C(=O)Nc1nc(-c2cc(F)ccc2F)cs1,-17,-1.5,-0.1,-18,3,6,0,7,-4
C=CCn1c(=O)[nH]c2cc(C(=O)N3CCN(c4ccc(C(C)=O)cc4)CC3)ccc2c1=O,-7,-3.4,0.0,6,-1,15,2,18,14
O=C(CC(NCCN1CCOCC1)C(=O)O)Nc1cccc(Cl)c1 (configuration not stated),8,-0.2,0.0,6,1,-5,-1,2,-6
O=C(NC1CCCCC1)c1n[nH]c2c1CC(c1ccccc1)CC2 (configuration not stated),1,1.6,-0.1,6,-2,-6,4,14,-1
COc1ccc(N2CC(O)=C(c3nc(-c4ccc(F)cc4)cs3)C2=N)cc1OC,-17,-0.8,0.2,21,0,6,-6,-5,-5
C=CCNc1oc(/C=C/c2ccccc2)nc1C#N,0,6.0,-0.1,26,-1,3,4,0,-5
COc1ccc(C(=O)N2CCN(C)C(C)C2)cc1OC1CCN(C(C)=O)CC1 (configuration not stated),-11,1.9,0.0,0,0,6,-3,15,-5
CC(C)CC(=O)Nc1c2c(nn1-c1cccc(Cl)c1)CS(=O)(=O)C2,3,-3.7,-0.3,0,-4,-9,-2,-1,3
COCCNC(=O)CSc1nc(-c2ccc(OC)c(OC)c2)cc(C(F)(F)F)n1,-7&7,3.9,-0.1,5,-3,-4,2,9,-6
CN(c1cccc(NS(=O)(=O)c2ccccc2)c1)S(C)(=O)=O,-14,1.2,0.1,15,2,-6,-2,4,1
Cc1ccc(C)n1N1C(=O)/C(=C\c2ccc(Cl)cc2)SC1=S,-1,0.8,0.0,-3,4,-3,0,1,5
COc1cc(C(=O)NNC(=O)C2CSC3(C)CCC(=O)N23)cc(OC)c1OC (configuration not stated),.,3.4,0.1,18,.,-7,.,.,0
Cc1ccc(-c2ccc(=O)n(CC(=O)NCCN3C(C)CCCC3C)n2)cc1 (configuration not stated),.,3.0,-0.1,30,4,6,-2,-4,-2
COc1ccc(/C=C2/CCc3ccccc3C2=O)cc1CN1CCOCC1,-22,3.1,0.9,24,1,5,1,4,1
COc1cc(/C=N\NC(=O)c2ccc(-c3ccccc3)cc2)cc(Br)c1O,-1,3.6,-0.1,43*,-2,0,-2,-2,-1
OCC1(CCc2ccccc2)CCN(Cc2cc(F)ccc2-n2cccn2)CC1,11,-0.1,0.2,-2,5,11,-1,-3,1
Cc1ccc2oc(=O)c(/C=C(\O)C(C)(C)C)nc2c1,-3,-1.5,0.2,14,-1,-4,-7,-2,-2
COc1ccc(CCc2cc(OC)cc(=O)o2)cc1,.,1.4,-0.1,1,2,9,-1,1,-6
O=C(COc1ccc([N+](=O)[O-])cc1)NCCc1nc2ccccc2[nH]1,-5,-0.2,-0.1,9,-2,-2,6,2,-3
Cc1ccc(S(=O)(=O)CCC(=O)N(CCN2CCOCC2)c2nc3ccccc3s2)cc1,8,-1.9,0.0,3,3,5,11,1,3
CCc1ccc(NC(=O)NCC2CCN(c3ccc(OC)cc3)C2)cc1 (configuration not stated),4,0.8,0.0,16,-3,11,-1,-14,-1
Cc1cc2cc3c(cc2nc1SCC(=O)N1c2ccccc2CC1C)OCO3 (configuration not stated),-3,0.8,-0.2,-13,-5,-4,2,-68,5
CC(=O)Nc1ccc(/C=N/NC(=O)c2cc3cc(C)ccc3nc2C)cc1,-5,2.1,-0.1,0,-2,4,1,-2,0
COC(=O)[C@@]12CCCN1[C@H](c1ccc(-c3cccc(Cl)c3)cc1)[C@H]1C(=O)N(C)C(=O)[C@H]12,-2,-0.5,.,3,4,-6,-6,8,1

# In another format: entries from further up
# Sequence of screens: GASC-1 inh | PP5 inh | Efflux pump mplx | PREPL inh | TPT1 inh | LYPLA2 counter | CTSL1 counter | HCV core dimer | PP1 inh
> Cc1cc2cc3c(cc2nc1SCC(=O)N1c2ccccc2CC1C)OCO3 (configuration not stated)
  -3 | 0.8 | -0.2 | -13 | -5 | -4 | 2 | -68 | 5
> O=C(NC1CCCCC1)c1n[nH]c2c1CC(c1ccccc1)CC2 (configuration not stated)
  1 | 1.6 | -0.1 | 6 | -2 | -6 | 4 | 14 | -1

# (cont.)
SMILES,GASC-1 inh,PP5 inh,Efflux pump mplx,PREPL inh,TPT1 inh,LYPLA2 counter,CTSL1 counter,HCV core dimer,PP1 inh
CC(=O)Nc1cc(-c2ccccc2)nn1Cc1ccc(Cl)cc1,6,4.0,0.2,3,3,2,1,1,-4
CC(C)(C)c1nnc(NC(=O)CS(=O)(=O)Cc2ccccc2)s1,20,-0.3,0.0,4,-1,4,2,8,-6
COc1ccc(C(=O)CSc2nnc(Cn3nnc4ccccc43)n2C)cc1,-1,2.0,0.0,13,0,-4,-1,0,-5
CC1=C(NCCc2ccccc2)CCC1=O,-3,3.9,0.0,20,-2,-4,0,-13,-3
COc1cc(C(O)C(=O)O)ccc1O (configuration not stated),.,-2.0,0.2,-4,1,1,-2,0,-2
COc1ccc(/C=N/NC(=O)C2CC2)c(OC)c1OC,3,1.8,0.2,12,-2,-3,-4,-16,-1
COC(=O)c1[nH]c2ccccc2c1NC(=O)c1ccccc1F,-7,1.4,-0.2,9,0,-1,1,-6,-6
O=C1CN(C(=O)c2ccco2)c2ccccc2N1,-8,0.9,0.0,-5,2,3,0,-1,-6
Cn1c(/C=N/NC(=O)c2ccccc2Br)nc2ccccc21,7,2.0,-0.1,-122,-2,-4,3,-1,0
Cc1ccc(S(=O)(=O)NCC(=O)Nc2cccc([N+](=O)[O-])c2)cc1,-3,-0.9,0.3,-1,1,-2,-2,-3,1
Cn1c(=O)c(C(=O)NNC(=O)c2ccccc2F)c(O)c2ccccc21,17,-0.6,0.1,-4,0,-9,-1,-1,18*
CSc1ccc(CNc2ccc(Cl)cc2)cc1,6,0.0,0.0,19,-1,4,-2,-1,0
COc1cccc(OC)c1C(=O)NC(=S)Nc1ccc2c(c1)C(=O)N(C)C2=O,8,0.4,-0.2,-3,-3,5,-2,7,0
NCCCC[C@H]1CN=C(N)N1CCc1cccc2ccccc12,-22,1.3,0.0,31,-4,2,-5,-5,-2
COC(=O)c1ccccc1NC(=O)Nc1cc(C)ccn1,1,4.5,0.0,-3,1,-2,-2,-4,-2
CN1CCN(c2ccccc2NC(=O)c2cccc(OCc3ccccc3)c2)CC1,-24,3.8,0.2,30,0,0,-1,4,3
CCc1ccc2c(c1)C1(NN=C(c3ccccc3)S1)C(=O)N2 (configuration not stated),1,5.4,0.0,8,0,6,0,6,5
CSc1nc2nccc(-c3ccc(-c4ccccc4)cc3)n2n1,12,1.6,0.0,-5,1,-5,2,10,4
COc1ccc(CCNC(=O)CSC2=Nc3ccccc3C3=NC(C(C)C)C(=O)N23)cc1OC (configuration not stated),-4,0.1,0.1,-3,-5,-1,2,-1,-1
COc1ccc2nc(NC(=O)CS(=O)(=O)c3ccc(C)cc3)sc2c1,-17,0.7,0.0,-66,2,-3,6,0,-2
O=C(COC(=O)/C=C/c1cccc(Br)c1)NC1CC1,-6,2.9,0.0,-4,.,1,.,.,1
COc1ccc2[nH]c3c(c2c1)CCNC3=O,13,1.5,0.1,-8,1,1,-1,9,-4
C#CCn1c(=NC(=O)c2cccs2)sc2cccc(OC)c21,6,-0.1,-0.2,13,-2,-5,8,2,0
Cc1c(CCOC(=O)CC23CC4CC(CC(C4)C2)C3)sc[n+]1CC(=O)c1ccccc1,-20,-1.7,0.1,28,1,7,-7,-5,26*
CCOCC(=O)Nc1cc(C(=O)NCCc2ccccc2)ccc1Cl,-12,2.7,-0.1,-1,-3,1,3,2,-1
OC(CNc1ccccc1)Cn1ccc2ccccc21 (configuration not stated),10,1.0,0.0,23,2,-4,-1,1,-1

# Some of the compounds tested; the hit share may differ from the screen's.
